High-throughput results deposited in PubChem BioAssay by National Center for Advancing Translational Sciences (NCATS).
Pol kappa inh = DNA polymerase kappa (human) inhibition; Q9UBT6; Potency, µM (titrated, usually from 107 µM), inactives show at the highest dose activity, negative = inhibition, most hits filed as inhibitors; purified Pol kappa, fluorescent DNA synthesis assay, 10 min; 0.53% of 400,000 active; note: potency is the fitted concentration of half-maximal effect; % is set by controls: 0 for no effect and ±100 for the full control effect
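Kinetic fluorescence screen: compound preincubated 15 min RT with 10 nM enzyme; 50 nM substrate (final) initiates; reads at 0/10 min.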
Pol beta inh = DNA polymerase beta (human) inhibition. P06746. Pol beta primer extension/strand displacement, fluorescence kinetic. Potency, µM (doses to about 114 µM), for inactives: at the highest dose activity change, negative = inhibition, most hits filed as inhibitors. 1.3% of 340,000 active; note: potency is the fitted concentration of half-maximal effect; % is set by controls: 0 for no effect and ±100 for the full control effect
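Preincubation: enzyme (10 nM) with compound, 15 min, RT. Reaction: substrate added to 50 nM final. Reads: 0 and 10 min. Analysis: normalized, Hill fit.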
BLM helicase inh = Bloom syndrome helicase (human) inhibition; P54132; recombinant BLM DNA unwinding, fluorescence dequenching; Potency, µM (doses to about 56.1 µM), without a hit: at the highest dose activity change, negative = inhibition, most hits filed as inhibitors; 0.2% of 350,000 active; AID 2528;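 note: potency is the fitted concentration of half-maximal effect; plate controls were vehicle for no effect and no enzyme for full effect; nearly all actives have a fitted effect of over 35% in size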
TRHR agonist = TRH receptor (human) agonism; AID 493084; 0.18% of 360,000 active; activation, % at 2 µM; TRHR cells, calcium flux fluo-8, FDSS agonist mode; in the data active = activation above about 30%; note: 0% is about no effect
Target sequence (P34981 whole entry, looked up): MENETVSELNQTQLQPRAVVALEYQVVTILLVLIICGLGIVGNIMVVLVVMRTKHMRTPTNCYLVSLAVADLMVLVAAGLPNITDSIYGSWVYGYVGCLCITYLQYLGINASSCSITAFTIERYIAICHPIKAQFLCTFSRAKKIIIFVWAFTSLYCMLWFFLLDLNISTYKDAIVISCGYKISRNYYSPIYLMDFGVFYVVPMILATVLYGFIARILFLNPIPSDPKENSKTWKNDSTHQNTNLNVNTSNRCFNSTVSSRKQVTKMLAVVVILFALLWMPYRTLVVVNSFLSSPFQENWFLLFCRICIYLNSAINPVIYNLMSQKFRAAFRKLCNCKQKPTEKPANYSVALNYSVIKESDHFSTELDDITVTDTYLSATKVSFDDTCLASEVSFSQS
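Fluo-8-loaded TRHR cells; 10 s baseline, compound added, kinetic Ca2+ fluorescence read 1/s, agonist mode.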
ALOX12 inh = inhibitors of human 12S-lipoxygenase ALOX12 | purified 12hLO, xylenol orange hydroperoxide absorbance | Potency, µM (highest dose often 108 µM), for inactives: at the highest dose activity change, negative = inhibition, hits mostly inhibitors | 1.1% of 580,000 active; note: potency is the fitted concentration of half-maximal effect; % is set by controls: 0 for no effect and ±100 for the full control effect
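Purified human 12hLO at 150 nM in 25 mM Hepes, 0.01% Triton X-100, pH 7.0, preincubated 15 min at room temperature with compound. Reaction started with 40 uM arachidonic acid, 30 min at room temperature. Hydroperoxide measured by Fe-xylenol orange, 573/405 nm absorbance ratio.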
Apoferritin bind = candidate novel general anesthetic via apoferritin binding; P02791; apoferritin/1-aminoanthracene competitive binding, fluorescence; Potency, µM (top dose mostly 77.5 µM), for the others: top-dose activity change, negative = displacement, most hits filed as inhibitors; 0.074% of 350,000 active; note: potency is the fitted concentration of half-maximal effect; % is set by controls: 0 for no effect and ±100 for the full control effect; nearly all actives have a fitted effect of over 20% in size
Target sequence (P02791 2-175 limits assumed): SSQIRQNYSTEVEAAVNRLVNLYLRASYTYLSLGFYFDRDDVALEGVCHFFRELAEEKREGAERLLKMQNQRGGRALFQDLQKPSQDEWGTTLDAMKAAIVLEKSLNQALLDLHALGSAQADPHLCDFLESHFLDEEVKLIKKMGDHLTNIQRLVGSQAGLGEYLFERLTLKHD
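Horse-spleen apoferritin (10 uM) in 50% saturated 1-aminoanthracene in PBS was incubated 10 min at room temperature with compound. Fluorescence (ex 380, em 535 nm) was normalized to free and bound 1-AMA, with concentration-response fitted by a four-parameter Hill equation.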
APE1 inh = blocks human APE1 abasic DNA cleavage | P27695 | recombinant APE1, TAMRA/BHQ-2 abasic DNA cleavage fluorescence | Potency, µM (highest dose often 65.8 µM), for the others: top-dose activity change, negative = inhibition, actives largely listed as inhibitors | 0.35% of 350,000 active | AID 2517;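 note: potency is the fitted concentration of half-maximal effect; plate controls were vehicle for no effect and reference inhibitor for full effect; nearly all actives have a fitted effect of over 55% in size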
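Readout is kinetic fluorescence (ex 525, em 598 nm) from cleavage of 50 nM TAMRA/BHQ-2 THF abasic duplex by 0.75 nM APE1, compound added 15 min beforehand at RT.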
ERG Ets-DNA blk = ERG Ets/DNA interaction inhibition | P11308 | fluorescence polarization, His-ERG Ets domain / labelled DNA | Potency, µM (series often up to 76.9 µM), for inactives: at the highest dose FP activity, negative = inhibition, actives largely listed as inhibitors | 0.028% of 370,000 active; active = well fitted inhibition curve with a large enough effect in the polarisation, with a control signal flat; inconclusive = small, poorly fitted or top-dose-only effect, or effect the other way, or a change in a side signal; inactive = no such curve, though single readings can be large or run the other way; the % refers to the polarisation;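 note: polarization taken with two DNA probes labelled with fluorescein and Texas red; potency is the fitted concentration of half-maximal effect; % of control where 0% means no effect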
Target sequence (P11308 whole entry, looked up, the tested form may be a part): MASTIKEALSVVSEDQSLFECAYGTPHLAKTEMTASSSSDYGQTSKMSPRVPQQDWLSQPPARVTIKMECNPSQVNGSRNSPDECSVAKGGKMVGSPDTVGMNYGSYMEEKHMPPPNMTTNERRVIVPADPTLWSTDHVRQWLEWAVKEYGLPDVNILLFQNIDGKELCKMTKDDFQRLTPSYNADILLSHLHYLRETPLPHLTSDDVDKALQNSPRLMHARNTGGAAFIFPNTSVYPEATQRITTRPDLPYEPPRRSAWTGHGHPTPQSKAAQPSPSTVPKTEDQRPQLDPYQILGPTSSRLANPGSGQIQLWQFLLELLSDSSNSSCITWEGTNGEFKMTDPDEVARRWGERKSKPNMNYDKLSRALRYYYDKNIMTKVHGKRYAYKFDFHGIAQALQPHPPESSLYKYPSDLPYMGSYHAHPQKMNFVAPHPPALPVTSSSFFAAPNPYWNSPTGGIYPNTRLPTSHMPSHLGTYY
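His-tagged ERG Ets domain (1 uM in the protein solution; 300mM KCl, 50mM Tris-HCl, 1mM EDTA, 1mM DTT, pH 7.5) received compound, then a probe mix of 5 nM fluorescein-DNA and 100nM Texas-615-DNA. Fluorescence polarization was read for both dyes.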
Pol iota inh = blocks human DNA polymerase iota activity; AID 588590; Potency, µM (doses to about 115 µM), for inactives: at the top dose activity, negative = inhibition, hits mostly inhibitors; 1% of 390,000 active; Pol iota fluorescent replication assay, 10 min; Q9UNA4; note: potency is the fitted concentration of half-maximal effect
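Pol iota at 10 nM preincubated 15 min with compounds at room temperature; reaction started with fluorescent substrate, 50 nM final. Fluorescence read kinetically at 0 and 10 min; buffer-only wells as negative control.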
The depositor's hits bear a star; i = inactive; ? = inconclusive; nt = not tested or not shown; & = joins results of further samples; [ ] = dose if it differs, or a comment. Unless noted, calls come from the whole dose curve; as a rule, active = well fitted curve in the direction sought with a large enough effect; inconclusive = small, poorly fitted or top-dose-only effect, or another doubt; inactive = no such curve, though single readings can be large; an effect the other way counts as inactive or inconclusive. Not all compounds are listed; rates above refer to the full screens.

SMILES	Pol kappa inh	Pol beta inh	BLM helicase inh	TRHR agonist	ALOX12 inh	Apoferritin bind	APE1 inh	ERG Ets-DNA blk	Pol iota inh
CC1CCN(c2ccc(NC(=S)NC(=O)c3ccco3)cc2)CC1	1%	4%	-4%	0.0	-15%	?	0%	-9%	3%
CS(=O)(=O)N(CC(=O)N1CCCCCC1)c1ccc(Cl)cc1	-4%	29%	-2%	0.2	?	-1%	12%	-6%	2%
COC(=O)CSc1nc2sc3c(c2c(=O)[nH]1)CCC3	-21%	4%	-6%	0.2	-3%	3%	13%	6%	-53%
COc1ccc(OC)c(C(=O)COC(=O)C2CC3CCCC(C2)C3=O)c1 (stereo not drawn)	-2%	-1%	0%	-0.5	-19%	-21%	1%	-1%	6%
Cc1cc(NC(=O)c2ccc3c(c2)OCO3)ccc1NC(=O)c1ccco1	3%	20%	6%	0.7	-1%	2%	12%	3%	5%
CCCC(C)NC(=O)C1CCN(C(=O)C2CC(=O)N(c3ccc(C)cc3)C2)CC1 (stereo not drawn)	3%	15%	-1%	0.1	-3%	-12%	15%	3%	69%[activator]
COc1ccc(CCNC(=O)c2ccc(Cl)cc2Cl)cc1	-4%	-3%	-2%	-0.1	14%	-1%	-1%	0%	-5%
CC(C)(C)c1ccc(C(=O)NNc2ncccc2-n2cccc2)cc1	16%	6%	-6%	-0.9	142%[activator]	-14%	-3%	8%	-15%
O=S(=O)(Nc1ccccc1Cl)c1ccc2[nH]c(=S)oc2c1	-28%	1%	0%	-0.1	?	-15%	-10%	2%	-5%
N=C(N)N1Cc2ccccc2C(O)C1 (stereo not drawn)	4%[60.1 µM]	nt	-1%	nt	nt	-2%	-1%	nt	nt
CN(C)S(=O)(=O)c1cccc(NC(=S)N/N=C/c2cc(Br)ccc2O)c1	-3%	-1%	4%	0.0	28µM*	47%[activator]	1%	6%	39%[activator]
COC(=O)c1ccccc1NC(=O)Cn1c(CCC(=O)O)ccc1-c1cccs1	-9%&-2%	2%&-9%	3%&-7%	-0.2&0.0	7%&-10%	-9%&-17%	3%	5%&7%	20%&15%
Cc1cccc(C(=O)Nc2cc(Cl)ccc2-n2cncn2)c1[N+](=O)[O-]	4%	nt	nt	-0.2	-19%	nt	-9%	13%	?
Cc1ccc2c(c1)N(CCCC(=O)NCc1cccc(F)c1)C(=O)CO2	?	0%	2%	-0.5	3%	17%	nt	-3%	?
Cn1c(=O)cc(OCCCC(=O)NC2CCCC2)c2ccccc21	-13%	15%	1%	-0.1	-5%	-16%	-2%	-3%	5%
O=C(CSCc1ccc(Cl)cc1)NCC1CCCO1 (stereo not drawn)	-1%	16%	0%	-0.9	0%	-8%	0%	-4%	-5%
Nc1ccc(-c2nnc(-c3ccc(-c4ccccc4)cc3)o2)cc1	-2%	-13%	-11%	0.9	?	317%[activator]	-4%	-1%	?
COc1ccc(-n2nc3c(c2NC(=O)C2CC2)CS(=O)(=O)C3)cc1	-9%	19%	-1%	0.1	2%	-2%	-4%	-1%	30%
O=C(NC1CCCc2ccccc21)c1cc(Cl)ccn1 (stereo not drawn)	3%	37%	-5%	-1.3	-14%	-4%	-5%	10%	54%[activator]
Cc1cc2ncc(C(=O)N=CN(C)C)cn2n1	-7%	-2%	-4%	0.3	-8%	-4%	-9%	-4%	?
Cc1ccc(CSc2ccc(-c3ccc4c(c3)OCO4)nn2)cc1	-3%	14%	5%	2.1	19%	-2%	7%	-12%	-17%
COc1ccc(NC(=O)COC(=O)CCc2ccccc2)c(OC)c1	-8%	24%	-3%	-1.2	-1%	-10%	20%	-8%	-7%
CCOc1ccc(-n2c(C)c(C(C)=O)c3cc(OCC(N)=O)ccc32)cc1	-20%	-13%	-8%	-3.2	-1%&5%	-17%	1%	3%	138%[activator]
COc1cc(/C=N/NC(=O)c2cc(C)oc2C)ccc1O	-4%	8%	-5%	-0.3	0%	-4%	-3%	13%	31%[activator]
COc1ccccc1OCC(=O)Nc1nc2c(s1)CCCC2	-10%	0%	-5%	-0.8	2%	-12%	-6%	-1%	-19%
C/C(=N/Nc1ccc(C(=O)c2c(C)cc3ccccn23)cc1[N+](=O)[O-])c1ccc(O)cc1	3%	nt	nt	nt	-4%	nt	nt	3%	-23%
CS/C(=C\[N+](=O)[O-])Nc1ccc(F)cc1	7%	26%	-1%	0.2	-11%	-11%	2%	0%	?
COc1ccc(NC(=O)C2CCN(C(=O)c3ccc(OC)cc3)CC2)cc1	-5%	-23%	4%	-4.2	-3%	-20%	1%	3%	?
COc1cc(C(C2C(=O)CC(C)(C)CC2=O)C2C(=O)CC(C)(C)CC2=O)ccc1OC(C)=O	2%	nt	nt	nt	?	nt	nt	9%	16%
Cc1ccc(C(=O)c2oc3ccccc3c2NC(=O)c2cc(=O)c3cc(C)ccc3o2)cc1	-14%	14%	-1%	0.6	-14%	10%	nt	0%	3%
COc1ccccc1CNC(=O)c1cc(-c2ccccc2)nn1CC1CC(c2cccnc2)=NO1 (stereo not drawn)	3%	nt	nt	nt	?	nt	nt	-2%	5%
CCS(=O)(=O)c1ccc2c(c1)N(S(=O)(=O)c1cccs1)CC(C(=O)O)O2 (stereo not drawn)	-23%	-10%	0%	0.3	0%	0%	52%	-12%	?
O=C1C(NS(=O)(=O)c2cccs2)=C(N2CCN(c3cccc(C(F)(F)F)c3)CC2)C(=O)c2ccccc21	-19%	?	-17%	-0.6	?	?	-5%	-5%	?
Cc1cccc(OCCn2ccnc2)c1	11%	6%	-1%	0.1	15%	-16%	18%	2%	3%
CCOc1ccccc1CNS(=O)(=O)c1ccc2c(c1)CCCN2C(C)=O	0%[60.1 µM]	-29%	-1%	0.0	-3%	-2%	nt	-1%	13%
CCCCNC(=O)OCCSCCS(=O)(=O)c1ccc(Cl)cc1	1%	32%	-3%	-0.5	0%	3%	?	-6%	-9%[58.9 µM]
O=C(NNc1c2ccccc2nc2ccccc12)C12CC3CC(CC(C3)C1)C2	0%	2%	-16%	-0.5	154%[activator]	-7%	-3%	0%[15.4 µM]	65%[activator]
CCOC(=O)Cc1csc(NC(=O)c2cccc(Cl)c2)n1	2%	nt	nt	nt	?	nt	nt	0%	-8%[58.9 µM]
CCn1c(SCC(=O)Nc2ccc(Br)cc2)nc2sc3c(c2c1=O)CCN(C)C3	-10%	25%	2%	-0.4	?	-23%	3%	0%	76%[activator]
CCCCOc1ccc(C(=O)N/N=C/c2ccc(OCCN3CCCCC3)c(OC)c2)cc1	?	16µM*	43%[activator]	-0.5	-27%	2%	-3%	10%	?

Just Apoferritin bind, Pol kappa inh and ALOX12 inh, for three of the compounds above:
mol,Apoferritin bind,Pol kappa inh,ALOX12 inh
CCCCNC(=O)OCCSCCS(=O)(=O)c1ccc(Cl)cc1,3%,1%,0%
COc1ccc(NC(=O)COC(=O)CCc2ccccc2)c(OC)c1,-10%,-8%,-1%
Cc1cccc(OCCn2ccnc2)c1,-16%,11%,15%

Carrying on.
SMILES	Pol kappa inh	Pol beta inh	BLM helicase inh	TRHR agonist	ALOX12 inh	Apoferritin bind	APE1 inh	ERG Ets-DNA blk	Pol iota inh
COc1cccc(C(=O)Nc2ccc(-c3nc4ccccc4o3)c(O)c2)c1	-10%	?	-4%	0.8	4%	45%[activator]	-1%	nt	?
CC(=O)Nc1ccc(NC(=O)c2ccc(CN3CCc4ccccc4C3)cc2)cc1	-4%	-11%	-12%	-1.0	23%	-5%	45%	15%	162%[activator]
COC(=O)Nc1ccc(S(=O)(=O)N2CCC(C(=O)N3CCCC(C)C3)CC2)cc1 (stereo not drawn)	1%	1%	1%	-0.3	-28%	-15%	3%	2%	-8%
CN(C(=O)c1cccc(NC(=O)Cc2ccc(NC(=O)C3CCCN(C(=O)C4CCC4)C3)cc2)c1)C1CCC1 (stereo not drawn)	-1%	nt	nt	nt	0%	nt	nt	-4%	21%
CCOc1ccc(NC(=O)CSc2cn(CC(=O)N3CCOCC3)c3ccccc23)cc1	-11%	-15%	0%	-0.2	-12%	-11%	nt	2%	24%
CCNc1nc(Oc2ccc(Cl)cc2Cl)cc(C(F)(F)F)n1	-7%	-10%	2%	-1.0	-4%	2%	3%	-15%	20%
COC(=O)C(NC(=O)c1ccccc1Cl)(Nc1ncc(S(=O)(=O)c2ccc([N+](=O)[O-])cc2)s1)C(F)(F)F (stereo not drawn)	-21%	-1%	-14%	2.1	-10%	?	-4%	-1%	7%
COc1ccc(CNC(=O)CC(NC(N)=O)c2ccccc2Cl)cc1OC (stereo not drawn)	-8%	10%	-5%	-1.7	2%	3%	62%[activator]	-13%	75%[activator]
C=CCn1c(SCC(=O)Nc2ccc(F)cc2F)nc2c([nH]c3ccccc32)c1=O	-7%	20%	-3%	0.1	?	-1%	-1%	-1%	31%[activator]
CN(Cc1cccc(-n2cccn2)c1)C(=O)CCc1nnc(C2CCCCC2)o1	3%	79%	0%	-0.6	-13%	?	-5%	-7%	9%
COc1cc2nc(CCc3ccccc3)oc(=O)c2cc1OC	-18%	4%	0%	0.7	i	-3%	12%	2%	124%[activator]

Structural class, the entries above with bromine
SMILES	Pol kappa inh	Pol beta inh	BLM helicase inh	TRHR agonist	ALOX12 inh	Apoferritin bind	APE1 inh	ERG Ets-DNA blk	Pol iota inh
CN(C)S(=O)(=O)c1cccc(NC(=S)N/N=C/c2cc(Br)ccc2O)c1	-3%	-1%	4%	0.0	28µM*	47%[activator]	1%	6%	39%[activator]
CCn1c(SCC(=O)Nc2ccc(Br)cc2)nc2sc3c(c2c1=O)CCN(C)C3	-10%	25%	2%	-0.4	?	-23%	3%	0%	76%[activator]
